IL1B secr inh: qHTS for Inhibitors of Inflammasome Signaling: IL-1-beta AlphaLISA Primary Screen | activity change, % at 57.5 µM | hit rate 4.7% among 360,000 | THP-1 LPS/ATP IL-1B secretion, AlphaLISA, 16 h; active compounds read low | AID 743279, 2014; in the data active means activity change below about -50%; inconclusive means mostly about -30% to -49%; further: on the % scale 0 is the no-effect control and ±100 the full control effect
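THP-1 cells pretreated 1 hr with compounds (up to 57.5 uM final), then stimulated with LPS (250 ng/mL final) plus ATP (1.25 mM final); secreted IL-1B measured by AlphaLISA after 16 hr, decreased signal indicating inhibition.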
HT1080 IDH1KD tx: qHTS for induction of synthetic lethality in tumor cells producing 2HG: qHTS for the HT-1080-IDH1KD cell line; HT-1080 IDH1 knockdown viability, ATP luminescence, 48 h; Potency, µM (highest dose often 46.1 µM), for the others: at the highest dose activity, negative = toxicity, hits mostly cytotoxic; hit rate 2% among 360,000;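 further: potency means the concentration at half of the fitted maximal effect; 0% = DMSO wells and -100% = cell-free medium wells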
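Luminescent ATP read-out (CellTiter-Glo, 10 min at room temperature) after 48 h compound exposure at 37 °C gave viability of IDH1-knockdown HT-1080 cells. Activity was normalised to DMSO and cell-free wells, then fitted as concentration-response curves.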
KB-V1 MDR tox: qHTS assay for MDR1-selective chemotherapeutics: Primary screen using the drug-selected MDR subline cells KB-V1; AID 1347076, 2019; Potency, µM (top dose mostly 46.1 µM), without a hit: top-dose activity change, negative = cytotoxicity, usual class: cytotoxic; KB-V1 MDR cells viability, CellTiter-Glo, 72 h; hit rate 3.4% among 400,000; further: potency means the concentration at half of the fitted maximal effect; on the % scale 0 is the no-effect control and ±100 the full control effect; nearly all actives have a fitted effect of over 60% in size
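KB-V1 cells (P-gp-expressing MDR subline of KB-3-1) in phenol-red-free DMEM with 10% FBS were exposed to library compounds over a concentration series for 72 h at 37 degrees C. Viability read by CellTiter-Glo luminescence; concentration-effect curves fitted after normalization.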
HT1080-NT tox: qHTS for induction of synthetic lethality in tumor cells producing 2HG: qHTS for the HT-1080-NT fibrosarcoma cell line; Potency, µM (series often up to 46.1 µM), for inactives: top-dose activity, negative = less viability, hits mostly cytotoxic; hit rate 1.6% among 360,000; HT-1080-NT fibrosarcoma viability, CellTiter-Glo ATP luminescence, 48 h;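 further: NT is the 2HG producing partner of a matched IDH1 knockdown line; potency means the concentration at half of the fitted maximal effect; 0% = DMSO-treated cells and -100% = media-only wells without cells; nearly all actives have a fitted effect of over 55% in size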
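Toxicity toward the 2HG-producing NT line was scored as %Activity, normalised to DMSO and no-cell wells, from CellTiter-Glo luminescence after 48 hours' treatment.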
ATXN2 expr inh: Primary qHTS for Inhibitors of ATXN expression; HEK-293 ATXN2-luciferase reporter, luminescence, 24 h; Potency, µM (series often up to 57 µM), inactives show at the highest dose activity change, negative = inhibition, most hits filed as inhibitors; hit rate 0.72% among 360,000; further: potency means the concentration at half of the fitted maximal effect; on the % scale 0 is the no-effect control and ±100 the full control effect; nearly all actives have a fitted effect of over 55% in size
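ATXN2-luciferase reporter cells (luciferase flanked by upstream and downstream ATXN2 gene portions) were treated 24 h at 37 °C with compounds at up to 57 uM. SteadyGlo luminescence gave expression; GF-AFC fluorescence gave viability.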
MCF10A rerep: A quantitative high throughput screen for small molecules that induce DNA re-replication in MCF 10a normal breast cells. MCF 10A DNA re-replication, Hoechst nuclear intensity, 48 h. AID 624296, 2012. hit rate 2.9% among 350,000. Potency, µM (highest dose often 46.1 µM), inactives show at the top dose activity, positive = re-replication, actives largely listed as activators; further: potency means the concentration at half of the fitted maximal effect; % of control where 0% means no effect; nearly all actives have a fitted effect of over 50% in size
SW480 rerep: A quantitative high throughput screen for small molecules that induce DNA re-replication in SW480 colon adenocarcinoma cells; SW480 DNA re-replication, Hoechst DNA content imaging, 48 h; Potency, µM (top dose mostly 46.1 µM), inactives show at the highest dose re-replication activation, hits mostly activators; hit rate 1.8% among 340,000; further: potency means the concentration at half of the fitted maximal effect; % of control where 0% means no effect; nearly all actives have a fitted effect of over 55% in size
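First, 250 cells per well were seeded. Next, compound or vehicle (23 nL) was pinned in, plates sat 48 hr at 37 C. Finally Hoechst was added for 40 min before fluorescence scanning.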
WRN inhibitor: qHTS for Inhibitors of WRN Helicase. AID 651768, 2012. WRN helicase unwinding, fluorescent forked duplex, kinetic. Bifunctional 3'-5' exonuclease/ATP-dependent helicase WRN (Homo sapiens), Q14191. Potency, µM (top dose mostly 114 µM), inactives show at the top dose activity change, negative = inhibition, actives largely listed as inhibitors. hit rate 0.46% among 360,000; further: potency means the concentration at half of the fitted maximal effect; on the % scale 0 is the no-effect control and ±100 the full control effect; nearly all actives have a fitted effect of over 55% in size
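Fluorescence dequenching readout, ex 525 nm/em 598 nm, kinetic mode: forked duplex DNA (100 nM final) with adjacent fluorophore and quencher unwound by WRN (20 nM final) with 2 mM ATP. Compound preincubation 15 min, room temperature.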
KB-3-1 tox: qHTS assay for MDR1-selective chemotherapeutics: Primary screen using the parental adenocarcinoma cell KB-3-1 | KB-3-1 viability, CellTiter-Glo ATP luminescence, 72 h | Potency, µM (top dose mostly 46.1 µM), without a hit: at the top dose activity change, negative = cytotoxic, usual class: cytotoxic | hit rate 1.4% among 400,000 | AID 1347075, 2019; further: potency means the concentration at half of the fitted maximal effect; on the % scale 0 is the no-effect control and ±100 the full control effect; nearly all actives have a fitted effect of over 60% in size
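Cytotoxicity measured as CellTiter-Glo luminescence after 72 h at 37 C. Compound titrations were pinned onto drug-naive KB-3-1 parental adenocarcinoma cells grown in DMEM with 10% FBS, and normalized data fitted to concentration-response curves.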
* = called active by the depositor; ? = inconclusive; / = not tested or not shown; & = joins results of further samples; [ ] = another dose, or the depositor's remark. Unless noted, the call rests on the fitted dose curve; in most records, active means well fitted curve in the direction sought with a large enough effect; inconclusive means small, poorly fitted or top-dose-only effect, or another doubt; inactive means no such curve, though single readings can be large; an effect the other way counts as inactive or inconclusive. Compounds as they come; about 12% have a hit in one of these screens.

#	structure	MCF10A rerep	SW480 rerep	KB-3-1 tox	WRN inhibitor	ATXN2 expr inh
1	CC(Cc1ccccc1)NC(=O)CSc1nc2nc3c(cc2c(=O)n1-c1ccccc1)COC(C)(C)C3 (stereo not drawn)	?	-6%	-7%	-13%	-6%
2	Cc1cc(-c2sccc2Br)nc(-n2cccc2)n1	-7%	-1%	21%	-11%	45%[activator]
3	Cc1nn(Cc2ccccc2)c(C)c1NC(=O)c1cc2nc(-c3ccco3)cc(C(F)(F)F)n2n1	23%	0%	-2%	-11%	4%
4	O=C(CN1C(=O)NC2(CCCC2)C1=O)Nc1ccc(F)cc1	-3%	-1%	9%	12%	2%
5	Cc1cc(C(=O)COC(=O)c2ccc(NC(=O)CC#N)cc2)c(C)n1CC(F)(F)F	/	/	-10%	4%	/
6	COc1ccccc1-c1noc2ncnc(Nc3cccc(C)c3)c12	?	-3%	4%	-8%	11%
7	O=C(OCC(=O)C12CC3CC(CC(C3)C1)C2)c1ccc(O)cc1O	?	?	-2%	-18%	14%
8	COc1ccc(S(=O)(=O)N2CCC(C(=O)N[C@@H](C)C(=O)NCc3cccc(OC)c3)CC2)cc1	-1%	?	6%	-4%	-5%
9	Cc1cc(C)n(S(=O)(=O)c2cc(C(=O)O)c(Cl)cc2Cl)n1	-13%	1%	3%	-6%	0%
10	CNC[C@@H]1OCc2ccccc2-c2ccccc2C(=O)N([C@H](C)CO)C[C@@H]1C	/	/	-1%	-3%	-13%
11	CCOc1ccc(NC(=S)N2CCC(NC(=O)c3ccccc3)CC2)cc1	2%	0%	-5%	-36%	-8%
12	CC(C)(C)OC(=O)N1CCN(C(=O)Cn2cc(CCO)nn2)CC1	?	-11%	3%	7%	1%
13	CN(C)c1nc(OCC(=O)NC(C)(C)C)nc(N(C)C)n1	-6%	2%	4%	4%	1%
14	Cc1ccc(C(C)C)c(OCCNC(=S)Nc2cccc3ccccc23)c1	?	5.6µM*	?	-2%	-28%
15	CCCOc1cccc(C2C(C(=O)c3ccco3)=C(O)C(=O)N2c2nnc(C)s2)c1 (stereo not drawn)	9%	-7%	2%	6%	-18%

#	KB-V1 MDR tox	HT1080-NT tox	IL1B secr inh	HT1080 IDH1KD tx
1	-6%	-4%	-7	2%
2	-3%	?	28	-9%
3	0%	-4%	?	-5%
4	1%	5%	17	14%
5	5%	-2%	-8	0%
6	26%	-2%	9	0%
7	-4%	13µM*	?	18µM*
8	13%	2%	-5	10%
9	-15%	8%	9	13%
10	-1%	6%	3	12%
11	-18%	-13%	-14	14%
12	0%	6%	5	9%
13	2%	27%	-13	13%
14	0%	5.6µM*	0	7.9µM*
15	?	-2%	-17	4%

Record cards, from the list above. Order of values: MCF10A rerep | SW480 rerep | KB-3-1 tox | WRN inhibitor | ATXN2 expr inh | KB-V1 MDR tox | HT1080-NT tox | IL1B secr inh | HT1080 IDH1KD tx
Profile of CC(Cc1ccccc1)NC(=O)CSc1nc2nc3c(cc2c(=O)n1-c1ccccc1)COC(C)(C)C3 (stereo not drawn) → ? | -6% | -7% | -13% | -6% | -6% | -4% | -7 | 2%
Profile of Cc1cc(-c2sccc2Br)nc(-n2cccc2)n1 → -7% | -1% | 21% | -11% | 45%[activator] | -3% | ? | 28 | -9%

The main list resumes, starting 2 compounds before the break.
#	structure	MCF10A rerep	SW480 rerep	KB-3-1 tox	WRN inhibitor	ATXN2 expr inh
14	Cc1ccc(C(C)C)c(OCCNC(=S)Nc2cccc3ccccc23)c1	?	5.6µM*	?	-2%	-28%
15	CCCOc1cccc(C2C(C(=O)c3ccco3)=C(O)C(=O)N2c2nnc(C)s2)c1 (stereo not drawn)	9%	-7%	2%	6%	-18%
16	O=C(N/N=C/c1ccc([N+](=O)[O-])o1)c1cn(-c2ccccc2)nc1-c1ccc(F)cc1	?	?	-2%	-4%	-22%
17	CC(=O)c1cccc(OCC(O)CNCCc2ccc(Cl)cc2)c1 (stereo not drawn)	0%	0%	9%	2%	-11%
18	CCNC(=O)C1CCCN(C(=O)Cc2cccs2)CC1 (stereo not drawn)	/	/	0%	-5%	-4%
19	COc1cc(OC)cc(C(=O)Nc2ccc(S(=O)(=O)N(C)C)cc2)c1	-17%	0%	-7%	-6%	-3%
20	Cc1ccc(S(=O)(=O)N(CC(O)CN2C(=O)NC(C)(C)C2=O)c2cccc([N+](=O)[O-])c2)cc1 (stereo not drawn)	0%	-8%	10%	0%	10%
21	COc1ccc(Oc2ncnc3c2oc2ccc(Br)cc23)cc1	1%	-6%	3%	2%	19%
22	CCOCc1c(C(=O)Nc2ccc(OC)nc2)oc2ccccc12	7%	-12%	1%	-35%	3%
23	CCc1cc2c(cc3c(=O)n(CC(=O)NCCCN4CC(C)CC(C)C4)ncn32)s1 (stereo not drawn)	0%	-1%	16%	9%	3%
24	Cc1[nH]c2ccccc2c1C(=O)c1cc(Cc2ccccc2)sc1N	/	/	21µM*	-8%	/
25	CSc1ccc(-c2nc(CN(C)C3CCOC3)c(C)o2)cc1 (stereo not drawn)	?	0%	7%	1%	17%
26	CCCCN(C)CCCNC(=O)CCn1nc(-c2ccccc2)ccc1=O	-2%	0%	10%	8%	2%
27	Cc1ccc(S(=O)(=O)N2CCN(C(=O)C3CCN(c4ncnc5sc(C)c(C)c45)CC3)CC2)c(C)c1	-1%	-12%	-19%	-4%	/
28	COc1ccc(/C=N/NC(=O)c2nc(-c3ccccc3)n(-c3ccccc3)n2)cc1OC	-1%	-5%	8%	-25%	2%
29	Cc1ccc2c(c1)C(=O)C(=O)N2CC(=O)OC(C)C	?	?	?	-6%	2%
30	COc1cc(CNCCc2c[nH]c3ccccc23)ccc1OCc1ccc(F)cc1	?	?	10%	-14%	?

#	KB-V1 MDR tox	HT1080-NT tox	IL1B secr inh	HT1080 IDH1KD tx
14	0%	5.6µM*	0	7.9µM*
15	?	-2%	-17	4%
16	8%	6%	-12	12%
17	22%	-1%	?	-23%
18	5%	20%	31	18%
19	-1%	9%	-9	-2%
20	-5%	7%	-1	12%
21	25%	7%	20	3%
22	-21%	17%	-1	18%
23	-1%	0%	2	1%
24	18µM*	?	-51*	?
25	-13%	1%	-5	7%
26	5%	19%	-4	15%
27	-7%	0%	26	14%
28	11%	-1%	-12	6%
29	?	27%	13	17%
30	5.2µM*	-23%	-103*	?

(next part)
#	structure	MCF10A rerep	SW480 rerep	KB-3-1 tox	WRN inhibitor	ATXN2 expr inh
31	CCOC(=O)c1c(C)oc2c1c(CN1CCN(CCO)CC1)c(O)c1ccccc12	?	?	1%	?	157%[activator]
32	O=c1[nH]c2ccccc2n2c(=S)[nH]nc12	-1%	14%	-12%	-11%	1%
33	O=C(/C=C/c1ccccc1)Nc1sc2c(c1C(=O)O)CCC2	7%	3%	?	-18%	/
34	CCN(CC)CC(C)CNC(=O)CN1C(=O)CSc2ccc(S(=O)(=O)N3CCOCC3)cc21 (stereo not drawn)	4%&1%	-11%&1%	?	0%	6%
35	Cc1c(N)cc(C(=O)N2CCOCC2)cc1[N+](=O)[O-]	-2%	-5%	-13%	-15%	-14%
36	O=C1C2C3C=CC(C2C(=O)N1CCO)C1C(=O)N(CCO)C(=O)C31 (stereo not drawn)	1%	-10%	-1%	2%	/
37	Cc1cccc(/C=C/C(=O)c2ccc(NC3=NCCCS3)cc2)c1	?	9.2µM*	?	-3%	/
38	CC(=O)C1=C(O)C(=O)N(c2nccs2)C1c1ccccc1F (stereo not drawn)	12%	-15%	0%	2%	8%
39	O=C(COC(=O)c1cc[n+]([O-])cc1)Nc1ccc(Br)cc1	2%	15%	0%	9%	5%
40	CC(=O)CSc1cc(-c2ccccc2)nc2ncnn12	8%	-1%	?	-1%	-8%
41	CN(C)C(=O)c1cc(C(=O)c2ccccc2F)c[nH]1	-1%	-21%	-2%	3%	/
42	O=C(CCNC(=O)c1ccc(Cl)cc1)Nc1ccc(S(=O)(=O)N2CCCCC2)cc1	28%	-6%	-3%	4%	5%
43	CCN1C(=O)N(CC)c2cccc3cccc1c23	0%	-5%	3%	4%	/
44	COc1ccc(N2C(=O)/C(=C\c3ccco3)N=C2SCC(N)=O)cc1Cl	?	18µM*	8%	-19%	7%
45	CCc1ccc(NC(=O)CSc2nc(=O)n(CCCN(C)C)c3c2CCC3)cc1	16%	-4%	-2%	2%	-5%

#	KB-V1 MDR tox	HT1080-NT tox	IL1B secr inh	HT1080 IDH1KD tx
31	-28%	?	-98*	?
32	-9%	6%	8	-20%
33	-2%	-4%	0	-10%
34	?	1%	0	0%
35	-4%	-9%	-6	-6%
36	16%	-7%	1	-1%
37	?	?	-87*	?
38	2%	-2%	28	-14%
39	?	3%	-3	4%
40	0%	-3%	?	-13%
41	11%	15%	1	16%
42	11%	-1%	18	-15%
43	?	2%	18	3%
44	9%	-25%	?	-10%
45	?	1%	-14	2%

Screens (PubChem BioAssay)
